SRC1 inh – human NCOA1 inhibition; 0.12% of 360,000 active; AID 588354; HEK293 GAL4-SRC1 luciferase reporter, luminescence; inhibition, % at 3.6 µM; Q15788;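 active = inhibition above the campaign mean plus 3 SD, with each screening campaign given its own cutoff, cut at about 60% in these data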;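 also: 0% = DMSO treated cells and 100% = gossypol at 36 µM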
MC4R ag barr – agonists of human melanocortin 4 receptor (MC4R) beta-arrestin. P32245. U2OS MC4R beta-arrestin complementation, luminescence; percent of melanotan II response, DMSO zero. AID 540308. activation, % at 8.9 µM. 0.98% of 360,000 active;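 active = activation above a per-plate cutoff, the mean activation of sample wells on that plate plus 3 SD, cut at about 8% in these data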
COUP-TFII inh – blocks human COUP-TFII nuclear receptor; P24468; HEK293T NGFI-A luciferase reporter, luminescence; inhibition, % at 8.6 µM; 0.7% of 370,000 active; AID 686940;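 active = inhibition above a per-plate cutoff, mean inhibition of test wells between control levels plus 3 SD, cut at about 38% in these data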;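 also: cells cotransfected with COUP-TFII expression vector driving the NGFI-A reporter; 0% = median of COUP-TF2 test wells and 100% = reporter-only cells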
Target sequence (P24468 whole entry, looked up): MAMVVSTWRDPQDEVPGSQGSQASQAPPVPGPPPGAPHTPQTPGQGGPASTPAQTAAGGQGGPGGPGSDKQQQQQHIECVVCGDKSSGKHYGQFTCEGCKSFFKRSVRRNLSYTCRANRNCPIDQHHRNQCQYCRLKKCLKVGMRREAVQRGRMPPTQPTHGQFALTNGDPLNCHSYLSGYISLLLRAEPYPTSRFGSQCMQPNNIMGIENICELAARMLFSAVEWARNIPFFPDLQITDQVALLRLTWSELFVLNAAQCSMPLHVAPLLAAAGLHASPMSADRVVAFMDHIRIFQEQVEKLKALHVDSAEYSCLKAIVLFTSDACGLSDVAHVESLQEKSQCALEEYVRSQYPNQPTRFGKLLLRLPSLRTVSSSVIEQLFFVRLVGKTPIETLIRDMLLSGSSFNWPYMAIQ
NR5A2 inv ag – inverse agonists of human LRH-1 (NR5A2) | AID 602396 | HEK293T StAR-luciferase reporter, LRH-1 transfected, 24 h | inhibition, % at 3.6 µM | O00482 | 0.13% of 360,000 active;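 active = inhibition above the mean inhibition of all tested compounds plus 3 SD, cut at about 73% in these data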;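 also: 0% = DMSO wells and 100% = reporter-only cells lacking LRH-1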
SRC3 inh – inhibitors of human steroid receptor coactivator 3 (SRC3) | Q9Y6Q9 | HEK293 GAL4-SRC3 luciferase reporter, luminescence | 0.17% of 360,000 active | inhibition, % at 3.6 µM | AID 588352;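 active = inhibition above a per-campaign cutoff, the mean of all compounds plus 3 SD, cut at about 60% in these data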;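 also: 0% = DMSO-treated cells and 100% = gossypol-treated cells at 36 µM; higher means less SRC3-driven luciferase light from the GAL4 reporter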
ABHD5 PLIN5 PPI – ABHD5-PLIN5 protein interaction inhibition; Q00G26+Q8WTS1; Split G. princeps luciferase complementation, luminescence, 4 h; inhibition, % at 4 µM; 0.78% of 360,000 active; AID 602281;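 active = inhibition above the mean inhibition across every tested compound plus 3 SD, cut at about 22% in these data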;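 also: 0% = DMSO only wells and the 100% control is not disclosed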
SRC2 inh – human SRC2 (NCOA2) inhibition. inhibition, % at 9 µM. HEK293 GAL4-SRC2 luciferase reporter, luminescence. 0.17% of 370,000 active. AID 651957;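 active = inhibition above the mean inhibition of all tested compounds plus 3 SD, set per campaign, cut at about 52% in these data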;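 also: 0% = DMSO treated cells and 100% = cells given Gossypol at 36 µM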
MC4R antag cAMP – human MC4R antagonism in cAMP assay; AID 540295; 0.48% of 360,000 active; MC4R-expressing cells, MTII-stimulated cAMP, LANCE TR-FRET; inhibition, % at 6.5 µM; P32245;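 active = inhibition above its plate's cutoff, the mean of tested wells on that plate plus 3 SD, cut at about 29% in these data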;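 also: 0% = Melanotan II alone and 100% = Melanotan II plus saturating MCL0020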
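material = U2OS cells stably expressing human melanocortin 4 receptor (MC4R) | also added = Melanotan II challenge | dosing = single nominal compound dose of 6.5 µM | detection = TR-FRET with Eu-cAMP and labeled anti-cAMP, 671 nm | replication = singlicate | timing = compound 30 min, challenge 1 h, detection 1 h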
TLR9-MyD88 block – blocks human TLR9 binding to MyD88 | Q9NR96+Q99836 | CHO BLA complementation TLR9-MyD88, CCF4 FRET ratio | inhibition, % at 4.98 µM | 0.21% of 340,000 active;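 active = inhibition above the mean over all tested compounds plus 3 SD, cut at about 21% in these data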;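 also: 0% = DMSO only wells and 100% = clavulanate BLA inhibitor control wells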
EBV LMP1 NFkB – Epstein-Barr LMP1 NF-kappaB reporter inhibition; LMP1-induced NF-kappaB luciferase reporter cells, luminescence; inhibition, % at 12.5 µM; 0.69% of 350,000 active; in the data active = inhibition above about 41%;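 also: 0% = neutral control wells and 100% = reference inhibitor control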
NOD2-RIPK2 inh – inhibitors of human NOD2-RIPK2 interaction; O43353; CHO BLA complementation NOD2-RIPK2, CCF4 ratio; inhibition, % at 4.98 µM; 0.38% of 360,000 active; AID 624267; in the data active = inhibition above about 21%;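 also: 0% = vehicle only and 100% = reference blocker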
Target sequence (O43353 whole entry, looked up): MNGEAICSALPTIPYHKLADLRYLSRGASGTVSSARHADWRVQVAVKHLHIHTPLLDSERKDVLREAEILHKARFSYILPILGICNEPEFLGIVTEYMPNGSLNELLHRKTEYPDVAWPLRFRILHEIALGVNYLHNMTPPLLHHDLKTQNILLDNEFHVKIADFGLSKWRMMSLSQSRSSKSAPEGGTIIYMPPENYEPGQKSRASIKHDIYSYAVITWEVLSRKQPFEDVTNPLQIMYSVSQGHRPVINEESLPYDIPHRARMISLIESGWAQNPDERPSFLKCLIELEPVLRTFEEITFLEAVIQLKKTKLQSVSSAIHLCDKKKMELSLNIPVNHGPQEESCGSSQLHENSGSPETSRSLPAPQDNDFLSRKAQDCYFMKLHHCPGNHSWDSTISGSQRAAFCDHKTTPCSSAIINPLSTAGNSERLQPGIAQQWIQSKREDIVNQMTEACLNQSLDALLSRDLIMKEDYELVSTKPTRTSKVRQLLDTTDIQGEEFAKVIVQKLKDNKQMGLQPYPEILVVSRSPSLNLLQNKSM
* hit, by the source's call; / = not tested or not shown; & = joins results of further samples. An excerpt; the hit share may differ from the screen's.

SMILES	SRC1 inh	MC4R ag barr	COUP-TFII inh	NR5A2 inv ag	SRC3 inh	ABHD5 PLIN5 PPI	SRC2 inh	MC4R antag cAMP	TLR9-MyD88 block	EBV LMP1 NFkB	NOD2-RIPK2 inh
CCOc1ccc(CCNC(=O)CN2C(=O)NC3(CCCCC3C)C2=O)cc1OCC (configuration not stated)	-1.7	-2.5	-4.6	4.8	1.3	5.3	-4.4	-4.4	-16.1	-11.4	-10.5
COc1ccc(Cl)cc1NC(=S)NCc1ccco1	-16.7	-0.4	6.3	27.4	22.8	4.8	10.1	-3.3	-4.9	2.7	-7.1
O=C(Nc1ccc(S(=O)(=O)N2CCCC2)cc1)c1ccc([N+](=O)[O-])o1	1.0	-2.1	/	57.4	25.3	7.7	/	22.2	2.3	-61.0	23.0*
CC(C)N1C(=O)c2ccccc2NC(=O)C1C(=O)NCc1cccs1 (configuration not stated)	/	/	-12.2	8.2	/	-0.3	-32.8	/	/	/	-11.7
O=C(Nc1nc(OCC(F)(F)F)cnc1/C=C\c1ccccc1)c1ccccc1	-21.5	2.1	3.9	-3.8	3.6	-9.9	-26.3	9.8	/	/	-7.9
O=S(=O)(NCc1ccc2c(c1)OCO2)c1ccc2oc3ccccc3c2c1	3.1	7.9	-6.7	0.5	2.6	6.0	-20.2	7.9	6.5	2.0	-3.0
CCOC(=O)C1=C(C)N(C[C@@H]2CC[C@@H](Cc3ccc4cc(OC)ccc4c3)O2)C(=O)NC1c1ccc(OC)cc1 (some centres not stated)	0.2	3.5	3.6	-16.7	0.8	5.1	-6.6	5.2	-2.7	9.9	-4.0
Cc1nc2ccc3nc(NC(=O)c4ccc5c(c4)OCCO5)sc3c2s1	-16.5	-0.9	-3.4	8.2	1.3	-2.5	-38.9	11.8	2.0	-1.2	5.5
Cc1ccccc1NC(=O)CSc1n[nH]c(-c2ccccn2)n1	4.4	-3.1	-14.6	-6.6	-5.3	-8.5	-6.5	1.3	-1.6	10.8	2.2
O=C(CN1C(=O)c2ccccc2S1(=O)=O)N1CCc2ccccc21	73.0*	-0.5	57.8*	53.3	78.1*	-3.1	73.3*	12.1	-1.1	71.7*	-3.1
Cc1cc(-c2nc(C)c(C(=O)NNS(=O)(=O)c3ccccc3)s2)no1	9.6	-0.5	6.9	0.4	18.9	-3.0	-4.0	2.5	/	/	-15.2
COc1ccc(CNC(=O)CSc2nc3ccc(OC)cc3[nH]2)cc1	-4.3	-1.3	-7.8	-1.5	-5.3	-9.6	-16.0	-0.6	3.5	3.0	-1.9
COc1cc(-c2cc(NC=O)c3ncc(-c4ccc(C(C)=O)cc4)n3c2)cc(OC)c1OC	13.3	25.9*	-17.9	-0.1	-38.7	-4.0	-0.8	-0.7	/	/	-0.5
CN(C)CCCN(C(=O)c1ccc(Br)s1)c1nc2cc3c(cc2s1)OCCO3	-46.0	-4.4	-18.3	-28.2	-4.1	11.0	-24.3	5.6	-1.2	-24.7	-0.2
O/N=C1/CCCCC1c1ccccn1 (configuration not stated)	-0.2	-0.5	10.4	0.8	13.5	-5.4	-4.6	3.2	-3.8	7.7	-4.7
O=C(CN1C(=O)C(=O)c2ccccc21)c1ccc(Cl)cc1	-28.3	-0.1	6.4	7.2	9.3	-4.3	11.9	10.2	-8.1	2.7	-1.3
CC1CCN(C(=O)c2ccccc2NC(=O)c2cccs2)CC1	-19.8	-4.0	-0.5	5.5	14.2	-4.2	-26.1	7.0	3.1	4.0	-12.8
Cc1cccc(NC(=O)/C(C#N)=C/c2cn(CC(=O)NCc3ccco3)c3ccccc23)c1C	-6.1	8.0	9.5	-2.2	17.8	11.5	-4.7	14.2	16.0	9.4	2.9
Cc1nc(SCC(=O)N2CCNC2=O)c(C#N)c(C)c1C	-8.3	-2.2	-11.5	14.2	1.6	-8.1	-7.1	3.6	-4.6	-2.7	1.8
CC(C)c1ccc(S(=O)(=O)N2CCCCC2)cc1	-11.1	-3.1	10.6	4.0	-0.5	-0.2	-6.0	15.0	5.4	-4.7	3.5
C/C(CC1CC(C)OC1=O)=N\NC(N)=S (configuration not stated)	0.8	-1.9	-13.3	29.2	7.8	1.4	-35.3	5.6	9.6	-4.1	-7.1
c1ccc(-c2nnc(CSc3nnc(-c4cccs4)o3)o2)cc1	-16.7	-1.4	-11.9	-7.8	7.4	2.2	-1.8	2.7	-0.4	-13.1	4.5
COC(=O)c1ccc2c(=O)n(-c3ccccc3F)c(=S)[nH]c2c1	7.4	-0.5	-17.6	-9.8	17.3	-3.2	5.8	-0.8	-5.8	3.2	2.1
Cc1cc(C)c(S(=O)(=O)Nc2ccccc2-c2ccccc2)c(C)c1	-35.1	2.4	-5.1	2.4	15.2	-1.2	-16.5	14.7	-3.1	-0.6	-7.0

Brought forward from above: two compounds; new compounds follow.
SMILES	SRC1 inh	MC4R ag barr	COUP-TFII inh	NR5A2 inv ag	SRC3 inh	ABHD5 PLIN5 PPI	SRC2 inh	MC4R antag cAMP	TLR9-MyD88 block	EBV LMP1 NFkB	NOD2-RIPK2 inh
COC(=O)c1ccc2c(=O)n(-c3ccccc3F)c(=S)[nH]c2c1	7.4	-0.5	-17.6	-9.8	17.3	-3.2	5.8	-0.8	-5.8	3.2	2.1
Cc1cc(C)c(S(=O)(=O)Nc2ccccc2-c2ccccc2)c(C)c1	-35.1	2.4	-5.1	2.4	15.2	-1.2	-16.5	14.7	-3.1	-0.6	-7.0
Cc1ccc2c(c1)C(=O)C(=O)N2CC(=O)Nc1ccc(N2CCOCC2)cc1	2.4	-2.0	1.8	-8.9	8.2	-2.6	19.0	15.5	8.0	-4.6	2.1
COC(C[C@H](O)C[C@@H](O)COCc1ccccc1)OC	-4.0	-2.5	0.8	-23.0	7.7	-4.9	9.3	9.9	-4.4	-3.6	-1.6
COc1ccc(-c2cncnc2N)cc1OC	19.9	0.9	-15.9	6.8	-4.0	5.0	-19.6	4.6	2.7	-2.2	-2.4
Cc1ncc(CO)c2cc(C(=O)Nc3ccccc3Cl)c(=Nc3cccc(C(N)=O)c3)oc12	-19.4	-0.8	-2.8	2.8	3.6	3.9	10.2	24.4	-6.8	-8.2	-5.6
O=C(Nc1nnc(-c2ccccc2)s1)c1cc(S(=O)(=O)N2CCOCC2)c(Cl)cc1Cl	-37.6	-2.4	-0.3	-15.5	6.0	0.6	4.2	32.4*	6.8	-0.8	3.5
O=C(c1ccco1)N1CCN(Cc2nc3ccccc3c(=O)n2-c2ccc(F)cc2)CC1	1.8	-2.3	-13.8	-1.9	11.7	-0.8	18.4	-5.0	-1.2	-0.5	-2.2
O=C(Nc1c(F)cc(F)cc1Br)c1cc(-c2ccc(O)cc2)on1	-19.3	3.5	-10.9	-38.9	-14.7	-6.5	-25.8	0.6	-5.4	-21.0	2.6
COCCOc1cc(NC(=O)CS(=O)CC(=O)N(C)C)c(Cl)cc1Cl (configuration not stated)	-6.8	2.0	-7.5	-21.7	9.2	0.9	2.4	18.0	5.0	-9.8	-11.5
CN(Cc1c(F)cccc1Cl)C(=O)c1ccc(NC(=O)CC2SC(N3CCCCC3)=NC2=O)cc1 (configuration not stated)	-3.5	0.1	17.4	0.5	11.2	-2.1	1.1	-2.3	2.8	2.4	-8.0
O=C(Nc1ccc([N+](=O)[O-])cc1)c1cn(-c2ccccc2)nc1-c1cc2ccccc2o1	2.9	-2.9	-14.4	-10.9	24.1	-5.4	17.8	4.1	-8.6	-49.8	-1.2
COc1ccc(-c2noc(CCC(=O)N3CCN(c4ccccc4)CC3)n2)cc1	16.9	0.4	9.8	-3.9	1.4	4.2	-23.1	-6.0	-1.4	9.6	-12.8
CC1=NN(c2nc(-c3ccc(C)cc3)cs2)C(=O)C1N=Nc1ccccc1O (configuration not stated)	-29.6	-1.6	-20.8	-36.6	-39.9	-2.1	7.8	-4.7	/	-1.5	-0.9
Cc1nc(COc2ccccc2Cl)sc1-c1ccnc(N)n1	-10.9	1.0	-31.8	-22.3	-13.9	8.8	-32.8	14.2	6.3	-6.2	-2.7
OCc1nc2ccccc2n1Cc1ccc(Cl)cc1	14.3	1.1	9.5	20.0	-3.9	0.5	5.5	8.9	-4.1	-6.3	-17.4
Cn1nnnc1SCC(=O)Nc1ccccc1C(N)=O	13.5	-3.5	-16.8	-3.5	6.8	-1.6	17.1	7.0	2.2	-2.1	-5.0
COc1ccc(OC)c(S(=O)(=O)Nc2cccc(-c3ccc(N4CCCCCC4)nn3)c2)c1	-22.6	-1.1	-27.4	-10.9	-10.9	-5.5	-14.1	8.6	15.2	-7.8	17.4
O=S(=O)(N/N=C/c1ccc(OC2CSC2)cc1)c1ccccc1	-21.4	-1.9	-5.8	5.7	0.3	2.9	-19.8	-5.2	3.4	-6.7	-3.0
O=C(NCc1cccc(F)c1)c1[nH]c(C(F)(F)F)nc1-c1ccccc1	-9.2	/	1.0	6.0	-15.8	-9.4	26.2	/	/	/	-7.2
COC(=O)c1sccc1NC(=S)Nc1ccc(F)cc1F	5.6	1.3	-14.1	8.8	2.5	-8.2	0.8	29.6*	-7.7	-0.2	-9.8
Nn1c(SCC(=O)NCc2ccc3c(c2)OCO3)nnc1C(F)(F)F	-1.6	-0.8	-13.2	-20.4	18.3	3.2	-5.1	1.5	-5.2	-4.9	-9.3
COc1ccc(C2SCC(=O)N2CCCN(C)C)cc1 (configuration not stated)	4.6	0.6	-1.6	7.1	0.3	-0.4	10.0	-2.2	4.3	-6.6	-2.2
O=C(Nc1nnc(SCc2ccc(Cl)cc2)s1)C1CCCO1 (configuration not stated)	-15.3	-0.2	/	4.2	5.5	0.1	/	-4.0	-9.7	-1.9	-4.3
CN(Cc1ccccc1)c1nc2c(c(=O)[nH]c(=O)n2C)n1CCOc1ccccc1	-14.5	-0.4	-0.4	3.9	12.0	-5.8	-27.3	-27.6	6.6	4.7	5.8
CC1(C(=O)NS(=O)(=O)c2cccs2)CCN1C(=O)CC1CCCCC1 (configuration not stated)	-10.1	1.1	-1.9	-21.2	1.9	0.9	-44.3	7.0	/	/	-12.0
Cc1nnc(NC(=O)CCC(=O)NC2CCCCCCC2)s1	-5.1	-1.9	-2.6	0.7	10.4	-0.5	-5.9	6.7	-4.2	7.5	0.9
Cc1ccc2c(c1)C(c1ccncc1)=NNC(c1ccc(F)cc1)=N2	-13.6	-0.1	-20.4	-17.8	-3.2	13.8	-20.2	-6.8	5.7	4.0	0.2
CCC(C)Sc1cc(-c2nc3cc(C)ccn3c2NC2CCCCC2)ccc1OC (configuration not stated)	-29.9	-3.0	-14.7&12.2	1.3&-7.0	-9.7	-10.1&2.6	16.8&-10.5	7.2	6.9	7.5	12.9&-4.6
Cc1ccc(CN(CC(=O)NCc2ccccn2)S(=O)(=O)c2ccccc2)cc1	-51.6	-0.7	14.9	22.6	12.6	6.9	11.1	-1.2	2.1	1.3	-10.1
CSCCC(NC(=O)c1ccc(Cl)cc1)C(=O)OCC(=O)Nc1cc(Cl)ccc1C (configuration not stated)	6.5	1.8	11.7	-23.2	17.5	-5.4	-4.1	15.0	-4.7	15.8	-5.8
